Bioassay records as filed in PubChem.
RAD52 anneal inh: blocks human RAD52 DNA annealing; AID 651710; inhibition, % at 18.7 µM; actives 0.46% (n = 360,000); P43351; recombinant RAD52 DNA annealing, FRET fluorescence;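 active = every replicate showing at least 50% inhibition; inconclusive = mean inhibition at least 50% but not in every replicate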
E-selectin induc: E-selectin induction on HUVECs | P16581 | HUVEC E-selectin immunofluorescence imaging; normalized: neutral wells 0, TNF-alpha wells 100 | activation, % at 7.58 µM | actives 0.37% (n = 260,000) | AID 686992;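 active = mean E-selectin-positive cell signal at least 10% of the positive control, reached in at least 60% of replicates, without over 20% cell loss; inconclusive = no rule given, readout overlaps actives, possibly toxicity-flagged; inactive = the rest, including those meeting only one limit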;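 also: in these data hits start at about 27%; measured in HUVEC primary endothelial cells; signal is the percent of cells scored E-selectin positive by PE staining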
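Test system – human umbilical vein endothelial cells (HUVEC), E-selectin induction · Input – 3,000 HUVEC seeded per well · Buffer or medium – EGM-2, gelatin · Compound dosing – single-point compound dose · Detection – immunofluorescence imaging · Measure – percent E-selectin-positive cells · Controls – TNF-alpha high, DMSO low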
RAD54 inh: RAD54 (human) branch migration inhibition | RAD54 Holliday junction branch migration, FAM/BHQ fluorescence | inhibition, % at 10.4 µM | actives 0.14% (n = 360,000) | AID 602329;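 active = mean normalized replicate activity at least 40 and at least half of replicates scoring 40 or more; inconclusive = only one of the two criteria met; inactive = mean below 40 and under half of replicates reaching 40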;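 also: 0% = median of neutral control wells and 100% = median of positive control wells; inhibitors cause a drop in the FAM fluorescence signal; in these data hits start at about 50%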
PglD inh: inhibitors of Campylobacter jejuni PglD acetyltransferase | AID 602405 | purified PglD enzyme, DTNB colorimetric CoA detection | inhibition, % at 12.5 µM | actives 0.098% (n = 360,000); in the data active = inhibition above about 16%, passing the limit was not always enough; inconclusive = no clear call, values can overlap the other calls; also: strong numbers were not always called active
Casp6 inh: caspase-6 (human) enzyme inhibition | P55212 | purified caspase-6, Z-VEID-R110 cleavage fluorescence | inhibition, % at 12.5 µM | actives 0.53% (n = 350,000) | AID 686996;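 active = mean inhibition across replicates at least about 35%, with every replicate also reaching that limit, limit read from the data; inconclusive = only one of the two criteria met; inactive = neither criterion met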;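 also: 0% = median of neutral control wells and 100% = no fluorescence left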
Target sequence (P55212 24-179 limits assumed): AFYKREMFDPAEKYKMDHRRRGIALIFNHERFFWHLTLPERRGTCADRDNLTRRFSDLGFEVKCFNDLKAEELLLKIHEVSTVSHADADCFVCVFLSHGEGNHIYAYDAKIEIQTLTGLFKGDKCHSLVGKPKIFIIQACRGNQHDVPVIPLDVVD
Target sequence (P55212 194-293 limits assumed): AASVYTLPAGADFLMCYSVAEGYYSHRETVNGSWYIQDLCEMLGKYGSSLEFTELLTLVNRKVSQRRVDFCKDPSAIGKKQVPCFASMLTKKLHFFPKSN
ARNT-TACC3 inh: disruptors of human ARNT/TACC3 interaction; Q9Y6A5; AlphaScreen His-ARNT PAS-B/GST-TACC3 binding, luminescence; TACC3 fragment carries E629A point mutation; inhibition, % at 9.99 µM; actives 0.66% (n = 390,000); AID 623870;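 active = mean inhibition of replicates at least 50% and at least half of replicates each reaching 50%; inconclusive = half or more replicates reach 50% but mean below 50%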;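 also: 0% = complete ARNT plus TACC3 wells and 100% = ARNT alone without TACC3; many hits fall short of the cut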
esBAF inh: inhibitors of esBAF chromatin remodeling in mouse ES cells | AID 602393 | reporter increase, % at 12.5 µM | actives 2% (n = 350,000) | Bmi1-luciferase knock-in reporter, 24 h; 100% = twice the neutral-well signal; in the data active = activation above about 40%; inconclusive = no clear call, values can overlap the other calls;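 also: 0% = median of the plate's neutral control wells and 100% = double that signal; a rise in the Bmi1 reporter signal indicates esBAF inhibition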
ERp5 block: inhibitors of human ERp5; inhibition, % at 9.99 µM; ERp5 insulin aggregation, absorbance 650 nm, 90 min; Q15084; actives 0.05% (n = 350,000);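 active = mean replicate inhibition above about 25%, with every replicate also reaching it, limit read from the data, passing the limit was not always enough; inconclusive = only one of those two criteria met; inactive = neither criterion met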
Target sequence (Q15084 whole entry, looked up): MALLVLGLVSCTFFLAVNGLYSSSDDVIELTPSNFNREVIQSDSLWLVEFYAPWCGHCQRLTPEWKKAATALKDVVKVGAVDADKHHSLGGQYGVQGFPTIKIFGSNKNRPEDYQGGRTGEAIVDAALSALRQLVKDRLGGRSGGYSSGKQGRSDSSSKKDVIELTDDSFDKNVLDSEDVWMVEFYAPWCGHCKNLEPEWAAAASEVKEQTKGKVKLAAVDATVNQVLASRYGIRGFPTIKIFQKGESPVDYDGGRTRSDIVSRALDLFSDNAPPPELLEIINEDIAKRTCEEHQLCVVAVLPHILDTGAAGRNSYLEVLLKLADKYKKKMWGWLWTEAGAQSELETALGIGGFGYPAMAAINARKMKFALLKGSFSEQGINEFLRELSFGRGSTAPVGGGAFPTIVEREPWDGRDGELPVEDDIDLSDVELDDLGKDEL
An asterisk follows results filed as active; ? = inconclusive; nt = not tested or not shown.

no.	Compound	RAD52 anneal inh	E-selectin induc	RAD54 inh	PglD inh	Casp6 inh	ARNT-TACC3 inh	esBAF inh	ERp5 block
1	CC=Cc1ccc2n(c1=O)C[C@H]1[C@H](CO)[C@@H](C(=O)NCCC)[C@@H]2N1C(=O)c1ccccc1 (mixture of isomers)	7	0.2	-4	0	-3	1	-2	-1
2	CCCC#Cc1ccc([C@H]2[C@H](CO)N3C(=O)CN(C(=O)CN4CCOCC4)C[C@@H]23)cc1	4	0.0	nt	nt	-1	nt	nt	1
3	CSc1ccccc1C(=O)N1CCC2(CC1)CC(=O)c1ccccc1O2	-10	-1.9	-5	-5	-1	-2	-2	-5
4	COc1ccc(CN2C3CCCC2CC(NC(=O)Nc2ccccc2C)C3)cc1 (centres undefined)	nt	nt	4	-1	nt	1	2	nt
5	COc1cc(Br)cc(C=Nc2cccc(C(F)(F)F)c2)c1O	-9	-1.8	nt	nt	-2	-2	nt	1
6	CN(C)S(=O)(=O)c1ccc(SCC(=O)Nc2cccc(S(=O)(=O)N3CCCC3)c2)nc1	-83	-0.3	-4	-1	-1	-2	1	-8
7	O=C(O)c1cc(N2CCCCC2)nc2ccccc12	-8	0.0	7	0	0	nt	-12	5
8	CCN(CC)c1ccc(/C=N/NC(=O)CNC(=O)c2ccccn2)cc1	-42	nt	nt	nt	-7	4	nt	-1
9	Cc1nc2ccc(-c3nc4ccccc4[nH]3)cc2[nH]1	-8	nt	nt	nt	2	17	nt	-3
10	COCCC(=O)N1CCCC(C(=O)c2ccc3c4c(cccc24)CC3)C1 (centres undefined)	-12	0.0	nt	nt	12	1	nt	-3
11	O=C(C1CCCCC1)N1C[C@@H]2[C@H](c3ccccc31)[C@@H](CO)N2CC1CCOCC1	-7	-0.6	-1	2	3	0	-4	2
12	O=C(NCC[C@H]1CC[C@@H](NS(=O)(=O)c2cccc(F)c2)[C@H](CO)O1)C1CC1	9	0.1	-4	0	0	-7	-2	2
13	C[C@H]1CN([C@@H](C)CO)C(=O)CCCn2cc(nn2)CO[C@H]1CN(C)S(=O)(=O)c1ccc2ccccc2c1	16	0.9	-3	3	1	-2	-16	0
14	O=C(c1cc([N+](=O)[O-])ccc1N1CCOCC1)N1CCCC1	nt	nt	-8	-1	nt	-4	4	nt
15	CC1(Cc2ccc3ccccc3n2)C(=O)Nc2ccc(OC(F)(F)F)cc21 (centres undefined)	-9	nt	3	0	2	nt	-4	4
16	CC1=C(C)C(O)N(Cc2ccccc2)C1=O (centres undefined)	0	-0.1	7	5	-1	-5	-2	0
17	Cc1cccc(NC2=NCC(=O)N2Cc2ccccc2)c1	nt	nt	-5	-4	nt	-5	10	nt
18	CCOc1ccccc1NS(=O)(=O)c1ccc(-c2cnc(C3CC3)o2)cc1	-18	nt	-3	2	3	-3	-11	-1
19	Cc1ccc(SCCSc2nc(N)cc(=O)[nH]2)cc1	-6	0.0	2	1	0	-6	10	0
20	O=C(NCCN1CCOCC1)c1ccccc1OCc1ccccc1	-8	nt	-2	-2	2	-2	2	2
21	Cc1nn(CC(=O)c2ccccc2Cl)c(C)c1[N+](=O)[O-]	-24	?	nt	nt	2	-9	nt	8
22	O=[N+]([O-])c1cccc(-c2ccc3nnc(SCc4cccnc4)n3n2)c1	-7	nt	-5	0	-4	3	-8	3
23	Cc1ccc(C(=O)OCC(=O)NCc2cccs2)cc1	-6	nt	-1	11	-1	-12	13	0
24	CCOC(=O)N1CCC(N(CCN(C)C)C(=S)Nc2cccc(Cl)c2C)CC1	0	nt	nt	nt	-34	0	nt	-4
25	C[C@@H]1CN([C@H](C)CO)C(=O)c2cc(NC(=O)c3ccccc3)ccc2O[C@@H](C)CCCCO[C@@H]1CN(C)S(=O)(=O)c1ccc(F)cc1	-26	0.0	-4	0	-1	5	4	2
26	COc1ccc(NC(=O)N(C)C[C@@H]2Oc3cc(-c4ccc(C)cc4)ccc3S(=O)(=O)N([C@@H](C)CO)C[C@H]2C)cc1	22	-0.1	2	3	9	2	-5	-2
27	CCCCCOC(=O)CSc1nc2c(c(=O)[nH]c(=O)n2C)n1CCc1ccccc1	nt	nt	-11	-1	nt	-1	-3	nt
28	Cc1ccc(C(=O)NCC(c2cccs2)N(C)C)cc1S(=O)(=O)N1CCOCC1 (centres undefined)	-12	-0.6	-2	-5	-3	0	19	2
29	CCC1CN(C(=O)N2CCC(C(=O)NCc3ccccc3OC)CC2)c2ccccc2O1 (centres undefined)	0	-0.7	0	5	-1	5	-1	3
30	CC(=O)OCC1OC(OC2C[C@]3(C)C(CC(O)C4C([C@](C)(CCC=C(C)C)OC5OC(CO)C(O)C(O)C5O)CC[C@]43C)[C@@]3(C)CCC(O)C(C)(C)C23)C(O[C@@H]2OC(C)C(O)C(O)C2O)C(O)C1O (some centres undefined)	nt	nt	3	-2	nt	-1	-10	nt
31	CCOc1ccc2nc(SCc3ccc(CC(=O)O)cc3)c(C#N)cc2c1	-36	nt	6	2	11	-6	-8	-8
32	COc1ccc(CCNC(=O)c2c(O)c3cccc4c3n(c2=O)CC4)cc1OC	nt	nt	4	-9	nt	-4	-2	nt
33	N#CCc1ccc(-c2cccc3nccn23)cc1	-5	-0.1	-4	-2	-1	nt	-5	1
34	COc1cc(OC)nc(NC(=O)CS(=O)(=O)c2ccccc2)n1	nt	nt	-5	-4	nt	9	-5	nt
35	O=C(C[C@@H]1C[C@H]2c3cc(NC(=O)c4cccnc4)ccc3O[C@H]2[C@@H](CO)O1)NCc1cccc(F)c1	-4	0.3	-1	-2	0	4	-1	-4
36	CCc1[nH]nc2c1C1(CCN(C(=O)c3ccccc3)CC1)C(C#N)=C(N)O2	-2	nt	nt	nt	2	5	1	4
37	CN(C)CCN1CCN(C(c2cc3ccccc3o2)c2nnnn2C(C)(C)C)CC1 (centres undefined)	-5	-0.6	nt	nt	-17	nt	nt	2
38	CCCCn1c(=O)[nH]c(=O)c2c1nc(-c1ccccc1OC(F)F)n2C	1	nt	9	1	-6	12	-8	-3
39	Cc1sc2ncnc(N3CCC(C(=O)Nc4ccccc4C(C)(C)C)CC3)c2c1C	-19	15	-5	0	-3	-8	nt	2
40	COc1cccc(C#Cc2cnc3c(c2)C(=O)N([C@@H](C)CO)C[C@@H](C)[C@@H](CN(C)C)O3)c1	42	-0.2	21	2	1	nt	-2	-5
41	CC#CCN1c2ccccc2[C@]23C[C@@H](C(=O)OC)N=C2NC(C(=O)OC)=C(C(=O)OC)[C@H]13	-10	0.6	-10	-1	3	0	7	1
42	CCOc1ccc(S(=O)(=O)n2cnc3ccccc32)cc1	-12	nt	-5	7	3	-3	-5	2
43	CC(C)NC(=O)N(C)C[C@@H]1Oc2ccc(NS(C)(=O)=O)cc2C(=O)N([C@H](C)CO)C[C@H]1C	15	0.0	-4	-5	nt	-2	0	4
44	O=C(NC1CC1)c1cc(=S)[nH]c2ccccc12	-11	-0.1	-2	3	0	-16	-3	-5
45	O=C(NCc1ccccc1)C1C(=O)N(Cc2ccccc2)C(=O)C1C1(O)CCCC1 (centres undefined)	nt	nt	-1	2	nt	-1	3	nt
46	COc1ccccc1-c1ccc([C@@H]2[C@@H](CO)N(C(=O)C3CC3)[C@H]2C#N)cc1	-15	2.5	4	3	1	10	1	15
47	Cc1ccc(Nc2c([N+](=O)[O-])ccc3nonc23)c(C)c1	-5	1.2	nt	nt	-3	-1	-4	1
48	Fc1ccc(-c2csc3nnc(SCc4cccnc4)n23)cc1	-11	nt	-9	10	0	-4	-5	1
49	COc1ccc(OC)c(CC(=O)Nc2ccc3c(c2)c(=O)n(C)n3Cc2cccc(C(F)(F)F)c2)c1	-16	0.4	-4	-2	3	nt	-7	-2
50	COC[C@H](NS(=O)(=O)c1ccc(Br)cc1F)[C@@H](O)c1ccccc1	0	0.0	1	2	-2	nt	2	4
51	CCOc1ccc(C(=O)SC2=NCCS2)cc1	nt	nt	-3	0	nt	9	6	nt
52	O=C(CCCn1c(=O)[nH]c2cc(Cl)ccc2c1=O)NCCC1=CCCCC1	nt	-1.6	-9	-24	nt	-1	-9	nt
53	Cc1ccc(S(=O)(=O)N2CCCCC2)cc1NC(=O)c1cc2ccccc2o1	-21	-0.1	4	2	-1	-14	-1	1
54	Cc1cc(=O)oc2cc(OCC(=O)NC3CCCC3)ccc12	-1	nt	9	0	-3	1	2	-1
55	O=C(COc1cccnc1[N+](=O)[O-])Nc1cc(Cl)ccc1Cl	-11	-0.1	-2	0	1	nt	48*	-3
56	CC(C)N1CC2(CC(c3ccccc3F)=NO2)CN1C(=O)c1ccco1 (centres undefined)	-3	0.9	9	-2	3	nt	57*	-2
57	OC(c1ccc2c(c1)OCO2)c1ncc(-c2ccc(Cl)cc2)[nH]1 (centres undefined)	-4	0.0	5	-3	3	nt	7	0
58	Cc1ccc(S(=O)(=O)N(C)C[C@H]2Oc3c(NC(=O)CCCCCC(=O)Nc4ccccc4N)cccc3C(=O)N([C@H](C)CO)C[C@H]2C)cc1	-2	0.2	nt	nt	-1	nt	nt	11
59	CN(C)CC(=O)c1c(N)n(Cc2ccccc2)c(=O)n(C)c1=O	-11	1.5	nt	nt	-8	-4	nt	3
60	O=C(C[C@H]1C=C[C@H](NC(=O)c2ccc3c(c2)OCO3)[C@@H](CO)O1)NCc1ccc(F)cc1	-6	-0.5	-1	-5	1	-3	4	10

Following part:
no.	Compound	RAD52 anneal inh	E-selectin induc	RAD54 inh	PglD inh	Casp6 inh	ARNT-TACC3 inh	esBAF inh	ERp5 block
61	CCC(C)C(Nc1ncnc2scc(-c3ccccc3)c12)C(=O)O (centres undefined)	-2	0.1	4	-1	2	2	-5	-2
62	CN1CCN(NC(=O)Nc2cc(Cl)cc(Cl)c2)CC1	-11	nt	2	nt	1	-4	nt	1
63	CS(=O)(=O)N1CCc2cc(C(=O)N3CCN(c4ccccc4F)CC3)ccc21	1	4.3	16	-7	2	1	1	0
64	O=C(CN1CCOCC1)Nc1cccc(Br)c1	nt	nt	-6	2	nt	-10	-4	nt
65	O=C(CSC1=NCCN1)C1COc2ccccc2O1 (centres undefined)	nt	nt	-11	-3	nt	-10	4	nt
66	O=C(CCS(=O)(=O)c1ccccc1)Nc1ccccc1N1CCOCC1	-5	0.0	nt	nt	0	-12	1	2
67	C=CCn1c(SCC(=O)Nc2cc(C)on2)nnc1-c1ccncc1	-48	0.1	-4	1	5	nt	-2	2
68	CCCNc1c(NC(=O)c2cccs2)c(=O)oc2ccccc12	-2	1.3	10	-9	1	-7	9	7
69	COc1ccccc1OCCNC(=O)c1ccco1	-4	?	-16	-2	-53	1	3	0
70	Cc1ccccc1-c1cc2nc(Nc3ccc(F)cc3)n(C)c(=O)c2s1	-17	0.4	0	5	0	nt	-2	0
71	C[C@@H]1CN([C@@H](C)CO)S(=O)(=O)c2ccc(C#Cc3ccncc3)cc2O[C@H]1CN(C)S(=O)(=O)c1ccccc1	-20	-0.3	-6	5	-2	6	-4	10
72	CCNC(=O)C[C@H]1CC[C@H]2[C@@H](COC[C@@H](O)CN2C(=O)C2CCCC2)O1	0	-0.2	0	5	0	10	0	-8
73	Cc1cccc(OCCCC(=O)Nc2ccc(N(C)C)cc2)c1	-16	0.6	nt	nt	0	1	nt	1
74	Cc1ccc(NC(=O)Cn2c(=O)c3cccn3c3ccccc32)c(C)c1	-15	nt	1	3	-2	1	3	-3
